Hsp90 Hop PPI = changes Hsp90-Hop TPR2A binding signal, up or down. AlphaScreen TPR2A-His6 binding biotin-Hsp90 C-terminal peptide. Potency, µM (titrated, usually from 57 µM), without a hit: at the highest dose activity change, negative = inhibition. actives 0.44% (n = 71,000). AID 595; active means well fitted curve in either direction with a large enough effect; inconclusive means small, poorly fitted or top-dose-only effect, or another doubt; further: potency means the concentration at half of the fitted maximal effect; on the % scale 0 is the no-effect control and ±100 the full control effect; many of its hits are not listed in these tables
Epigenetic mod = derepresses silenced GFP locus in mouse C127i cells; Potency, µM (top dose mostly 46.1 µM), for the others: at the top dose GFP derepression (activation); mouse C127i GFP locus derepression, cytometry, 30 h; actives 0.09% (n = 68,000); further: % of control where 0% means no effect
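Derepression screen: silenced CMV-GFP reporter in murine C127i cells, 30 h compound incubation at 37 C, washed cells imaged by laser-scanning cytometer to enumerate GFP-expressing objects of 20 to 120 um.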
HADH2 inhib = blocks human hydroxyacyl-CoA dehydrogenase type II; Q99714; recombinant HADH2, NADH fluorescence, beta-hydroxybutyryl-CoA; Potency, µM (doses to about 57.1 µM), inactives show at the highest dose activity change, negative = inhibition, usual class: inhibitors; actives 3.4% (n = 73,000); AID 886; further: potency means the concentration at half of the fitted maximal effect; on the % scale 0 is the no-effect control and ±100 the full control effect; nearly all actives have a fitted effect of over 60% in size; many of its hits are not listed in these tables
Target sequence (Q99714 whole entry, looked up, one chain of several): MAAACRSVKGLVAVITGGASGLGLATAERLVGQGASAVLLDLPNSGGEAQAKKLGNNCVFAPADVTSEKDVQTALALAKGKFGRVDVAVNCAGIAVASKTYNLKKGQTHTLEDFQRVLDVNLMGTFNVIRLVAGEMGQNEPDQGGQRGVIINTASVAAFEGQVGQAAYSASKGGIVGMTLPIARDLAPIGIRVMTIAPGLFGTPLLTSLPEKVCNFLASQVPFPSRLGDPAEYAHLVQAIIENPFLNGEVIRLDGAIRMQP
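E. coli-expressed His-tagged HADH2 tested at 20 nM in alkaline Tris buffer (pH 9.0); oxidation of 90 uM beta-hydroxybutyryl-CoA with 1 mM NAD+ tracked fluorimetrically for 4 min.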
ALOX15 inhib = inhibitors of human 15-lipoxygenase (ALOX15); P16050; purified 15hLO-1, xylenol orange hydroperoxide absorbance; Potency, µM (doses to about 57.1 µM), for inactives: top-dose activity change, negative = inhibition, actives largely listed as inhibitors; actives 1.4% (n = 74,000); AID 887; further: potency means the concentration at half of the fitted maximal effect; on the % scale 0 is the no-effect control and ±100 the full control effect; nearly all actives have a fitted effect of over 55% in size
Target sequence (P16050 whole entry, looked up): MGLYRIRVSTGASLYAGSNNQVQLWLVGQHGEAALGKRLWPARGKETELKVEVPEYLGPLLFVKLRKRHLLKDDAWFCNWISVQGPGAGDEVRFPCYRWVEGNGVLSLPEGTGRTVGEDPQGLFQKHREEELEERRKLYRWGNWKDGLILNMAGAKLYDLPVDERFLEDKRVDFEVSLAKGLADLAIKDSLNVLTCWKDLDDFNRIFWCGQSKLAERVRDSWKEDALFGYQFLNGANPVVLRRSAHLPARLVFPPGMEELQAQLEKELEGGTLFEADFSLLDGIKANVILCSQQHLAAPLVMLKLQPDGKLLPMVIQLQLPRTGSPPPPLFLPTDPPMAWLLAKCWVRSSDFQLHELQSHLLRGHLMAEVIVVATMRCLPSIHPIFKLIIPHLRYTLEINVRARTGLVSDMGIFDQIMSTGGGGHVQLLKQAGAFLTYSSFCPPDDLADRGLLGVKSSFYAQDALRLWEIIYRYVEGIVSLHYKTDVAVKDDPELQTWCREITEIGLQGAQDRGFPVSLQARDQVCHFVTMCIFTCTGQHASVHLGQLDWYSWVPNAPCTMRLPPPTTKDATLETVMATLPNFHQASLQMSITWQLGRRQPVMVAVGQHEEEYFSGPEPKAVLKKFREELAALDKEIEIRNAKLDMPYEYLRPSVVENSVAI
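Inhibition is scored from a chromogenic endpoint. After 15 min enzyme-compound contact, arachidonic acid (50 uM final) reacts 6 min with 40 nM 15hLO-1 at room temperature, then Fe-XO reagent is added for 30 min and absorbance ratio recorded.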
UbGFP stabilizer = ubiquitin-GFP accumulation via proteasome inhibition; Ubiquitin-GFP reporter cells, proteasome inhibition, GFP fluorescence; response scale: untreated = 0%, 10 µM MG-132 = 100%; Potency, µM (doses to about 45.9 µM), inactives show at the highest dose activation (GFP accumulation), actives largely listed as activators; 67,000 tested, under 10 active; AID 526; active means well fitted activation curve with a large enough effect, not every such curve was filed as active; inconclusive means small, poorly fitted or top-dose-only effect, or another doubt; inactive means no such curve, though single readings can be large or run the other way; further: potency means the concentration at half of the fitted maximal effect
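U2OS cells expressing ubiquitin(G76V)-GFP, seeded overnight in 0.5% FBS medium, then treated 4 hr at 37 C across 46 uM to 2.9 nM. GFP-positive cells counted by laser cytometry (488 ex/515 em); %activity scaled between basal and 10 uM MG-132.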
BRCT inh green = BRCA1 BRCT-phosphoprotein interaction inhibition; P38398; BRCA1 BRCT-phosphopeptide binding, green fluorescence polarization; Potency, µM (series often up to 76.9 µM), inactives show top-dose activity change, negative = inhibition, usual class: inhibitors; actives 0.05% (n = 75,000);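 further: potency means the concentration at half of the fitted maximal effect; plate controls were peptide without protein for full effect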
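Compounds were incubated for 12 min at room temperature with a complex of 100 nM fluorescein-tagged pBACH1 decapeptide and 250 nM His-tagged BRCT protein. Buffer was phosphate pH 7.3 with EDTA, DTT and Tween 20. Disruption of binding lowers the polarization signal.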
HBB splice mod = modulators of hemoglobin beta chain splicing | HBB splicing reporter cell assay, activation; EGFP reporter with mutant IVS2-654 intron; response scale: normalised to 500 nM splice-correcting PNA | Potency, µM (top dose mostly 46.1 µM), for inactives: at the highest dose activation, actives largely listed as activators | actives 0.06% (n = 65,000) | AID 925; further: potency means the concentration at half of the fitted maximal effect; 0% is about no effect
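Compounds were applied for 2 days to HeLa EGFP-654 cells, 500/well in Optimem with 2% FCS. The reporter's EGFP is disrupted by mis-splicing of beta-globin intron IVS2-654. Readout: summed well GFP fluorescence from 488 nm laser scanning; reference was 500 nM antisense […] 654 PNA.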
DNA Pol III inh = inhibitors of bacterial DNA polymerase III holoenzyme. Potency, µM (highest dose often 57.1 µM), for the others: top-dose activity change, negative = inhibition. AID 603. reconstituted DNA polymerase III holoenzyme replication, biochemical. actives 0.25% (n = 71,000); further: potency means the concentration at half of the fitted maximal effect; on the % scale 0 is the no-effect control and ±100 the full control effect
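Reconstituted *E. coli* holoenzyme (0.35 nM Pol III, 1 nM beta, 154 nM SSB, 2 nM primase) was preincubated with compound for 15 min at RT. Synthesis on 1.4 nM ssM13Gori ran 35 min, then was stopped with PicoGreen/EDTA and read as dsDNA fluorescence.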
BRCT PPI red = BRCT-phosphoprotein interaction inhibition (red fluorophore); actives 0.03% (n = 75,000); Potency, µM (doses to about 76.9 µM), for the others: top-dose activity change, negative = inhibition, actives largely listed as inhibitors; BRCT-phosphopeptide binding, red fluorescence polarization; AID 892; further: on the % scale 0 is the no-effect control and ±100 the full control effect
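Rhodamine-labelled pBACH1 10-mer (100 nM) bound to BRCT domain (100 nM) at pH 7.3; compounds incubated 12 min room temperature, polarization read. Free peptide defines full inhibition; unlabelled decapeptide titrated as control.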
USP2a inh = inhibitors of human ubiquitin-specific protease USP2a; USP2a enzymatic assay, qHTS inhibition; Potency, µM (titrated, usually from 38.3 µM), without a hit: top-dose activity change, negative = inhibition, hits mostly inhibitors; actives 0.1% (n = 60,000); AID 927;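 further: potency means the concentration at half of the fitted maximal effect; nearly all actives have a fitted effect of over 60% in size; plate controls were DMSO for no effect and NEM full inhibition control for full effect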
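USP2 core (20nM final) preincubated 30 min RT with compound, then Ub-PLA2 20nM and NBD C6-HPC 20uM final added; buffer 20mM Tris-HCl pH 8.0, 2mM CaCl2. Fluorescence Ex 460/Em 535 read at 0 and 2.5 h; normalized to NEM.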
CRE Fsk mod = modulators of forskolin-stimulated CRE signaling in CHO cells | actives 2.5% (n = 71,000) | Potency, µM (top dose mostly 38.2 µM), without a hit: at the top dose activity change, negative = inhibition, hits mostly activators | CHO CRE-bla reporter (cAMP response element driving beta-lactamase), forskolin EC10, beta-lactamase ratio; active means well fitted activation curve with a large enough effect in the signal ratio, with a control signal flat, not every such curve was filed as active; inconclusive means small, poorly fitted or top-dose-only effect, or effect the other way, or a change in a side signal; the % refers to the signal ratio; further: potency means the concentration at half of the fitted maximal effect; % of control where 0% means no effect
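AC50 values, positive or negative, reflect shifts in EC10 NKH 477-induced CRE-bla reporter activity in CHO cells. Incubation lasted 3 h at 37 °C before CCF4 substrate (2 h, room temperature) and ratiometric 460/530 nm reading.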
The depositor's hits bear a star; u = inconclusive; x = not tested or not shown; [ ] = remark or other dose. Unless noted, the call rests on the fitted dose curve; in most records, active means well fitted curve in the direction sought with a large enough effect; inconclusive means small, poorly fitted or top-dose-only effect, or another doubt; inactive means no such curve, though single readings can be large; an effect the other way counts as inactive or inconclusive.

mol | Hsp90 Hop PPI | Epigenetic mod | HADH2 inhib | ALOX15 inhib | UbGFP stabilizer | BRCT inh green | HBB splice mod | DNA Pol III inh | BRCT PPI red | USP2a inh | CRE Fsk mod
Oc1ccc(Br)cc1-c1nc2cnccn2c1NC1CCCC1 | 1% | 1% | -5% | u | 3% | -9.7% | -2.7% | 2% | -1.5% | 11% | u
CC(C)(C)OC(=O)N1CCOCCOCCN(C(=O)OC(C)(C)C)CCOCC1 | -1% | -2% | -2% | 10% | 0% | 0.2% | 0.0%[57.5 µM] | -1% | -0.4% | x | -1%
CCCc1nnc(SCC(=O)N2CCOCC2)n1Cc1ccco1 | -2% | 0% | 11% | 0% | -1% | -1.4% | x | -2% | 1.2% | -4% | 3%
CC(=O)Nc1nonc1-n1nnc(C(=O)NCc2ccccc2)c1C | -3% | 0% | 10% | 1% | 3% | 2.8% | 3.0% | -7% | -3.1% | 1% | 14%
COCOc1ccc(Br)cc1C(=O)[C@H]1O[C@H]1c1cccc(OC)c1 | x | x | 1%[11.4 µM] | 15%[11.4 µM] | x | -1.8%[15.4 µM] | -0.5%[9.22 µM] | x | 0.1%[15.4 µM] | x | x
O=S(=O)(Nc1ccc(Cl)c(C(F)(F)F)c1)c1cnc[nH]1 | -1% | 1% | -5% | -1% | -5% | -2.0% | -2.3% | -1% | -1.4% | 6% | u
O=C(OC1CCOC1=O)c1ccc2ccccc2n1 (configuration not stated) | -1% | -1% | -4% | 3% | 3% | -2.5% | -0.4% | -1% | 1.1% | -3% | u
COc1ccc(F)cc1CN1CCN(c2cc(C)nc3c4c(C)cc(C)nc4nn23)CC1 | 23% | -4% | 32µM* | -14% | -3% | 2.1% | 1.4% | -3% | -3.1% | 24% | u
CC(=O)c1cnc2cc(-c3ccccc3)nn2c1C | u | -2% | 13% | -10% | -26% | -3.5% | 1.9% | 2% | -2.5% | 1% | 1%
c1cc2c(cc1Oc1nc(N3CCOCC3)nc(N3CCOCC3)n1)OCO2 | -5% | 2% | -7% | -1% | -4% | -2.1% | 0.6% | -5% | 0.8% | -4% | u
C/C(CCN1CCc2nc(-c3ccccc3)c(-c3ccccc3)cc2C1)=N\OC[C@@H](O)[C@@H]1O[C@@H]2OC(C)(C)O[C@@H]2[C@H]1O | x | x | 11%[11.4 µM] | 1%[11.4 µM] | x | 0.4%[15.4 µM] | -2.1%[9.22 µM] | x | 1.1%[15.4 µM] | x | x
Cc1ccc(C23CC4CC(CC(NC(=O)N5CCN(C)CC5)(C4)C2)C3)cc1 | -3% | 0% | 19% | -3% | 1% | -2.0% | -0.2% | 3% | -0.5% | 31%[activator] | -2%
COc1ccc(CCNc2oc(COc3ccccc3Cl)nc2C#N)cc1OC | u | 0% | -10% | -17% | 3% | 4.6% | 0.0% | -4% | 0.5% | x | u
Cn1nnc(C(O)CNCc2cccs2)n1 (configuration not stated) | -4% | -3% | 7% | 9% | 0% | -2.6% | x | -1% | -0.9% | -9% | 3%
CCOC(=O)CN(C(=O)CSc1nnc(-c2ccncc2)n1CCCN(C)C)c1ccccc1 | 52% | -2% | 12% | -7% | -5% | -1.4% | 0.3%[57.5 µM] | 2% | 0.3% | x | -2%
COc1ccc2nc(C)cc(SCC(=O)O)c2c1 | -3% | 2% | u | -6% | -4% | 0.8% | x | 2% | -0.6% | -7% | 1%
Cc1cc(/C=N/n2cnnc2)c(C)n1-c1ccc(OCc2ccc(F)cc2)cc1 | -19%[11 µM] | -2% | -22%[11.4 µM] | 7%[11.4 µM] | u | -1.1% | 1.1%[0.0738 µM] | 0%[11.4 µM] | -0.7% | 14%[7.66 µM] | u
CCOc1cc(C(=O)NC)cc(OCC)c1OCC | 1% | -2% | 14% | 18% | 4% | 2.8% | 0.3%[57.5 µM] | 0% | -0.2% | -8% | u
Cc1cc(C(F)(F)F)nc(SCC(=O)NC2=NC(=O)C(C)S2)n1 (configuration not stated) | 0% | 2% | u | -9% | 1% | -0.2% | 0.0% | 2% | 0.7% | 5% | -5%
COc1ccc(C(=O)NCCc2nnc(SCc3nc4ccccc4c(=O)[nH]3)n2C)cc1 | 0% | -5% | -2% | 1% | -1% | 1.1% | -1.2% | 4% | -2.6% | -1% | 2%
Nc1nc(SCC(=O)N2CCCc3ccccc32)[nH]c(=O)c1-c1ccccc1 | 0% | 0% | 3% | 4% | 6% | 0.1% | -0.3% | -3% | 0.9% | 6% | -7%
O=C(Nc1ccc(CN2CCOCC2)cc1)c1ccc(-c2ccc(Br)cc2)o1 | -13% | 9% | u | -23% | 1% | -1.0% | -0.3% | -2% | 0.0% | 47%[activator] | -11%
CCCCC(=O)N1CC2(C)CN(C(=O)CCCC)CC(C)(C1)C2=O | -3% | 0% | 9% | 10% | 0% | -2.8% | -2.6% | -2% | -0.2% | -4% | u
COC(=O)c1ccccc1NC(=O)C1CCN(C(=O)c2cc(OC)cc(OC)c2)CC1 | -3% | 4% | 5% | -1% | 0% | -0.6% | -0.8% | -1% | -0.3% | 15% | u
CCOc1ccccc1NC(=O)Cn1cnc2c(nnn2-c2cccc(OC)c2)c1=O | -5% | x | 6% | -20% | 0% | -1.2% | -0.2% | 4% | 1.2% | x | 13µM*
N#Cc1c(N)sc(=S)c2c1CCCC2 | -6% | 0% | 8% | -27% | -5% | -6.6% | 0.8% | -6% | -0.7% | -16% | -3%
CCCC(=O)N(Cc1cc2cccc(C)c2[nH]c1=O)c1ccccc1OC | 1% | -2% | -21% | -21% | -4% | -0.4% | 4.7%[1.84 µM] | -3% | -6.2% | 22% | 12%
O=C(Nc1ccccc1)OCCNC(=O)c1ccccc1 | -2% | 2% | 3% | 7% | -5% | -1.6% | -6.0%[0.369 µM] | -4% | -0.5% | -1% | -3%
Cn1c(N)c(C(=O)CSc2ccc3c(c2)OCCO3)c(=O)n(C)c1=O | 3% | -1% | -9% | -1% | -6% | -1.8% | -0.1%[57.5 µM] | -3% | -0.8% | 0% | 0%
CCN(CC)C(=O)COc1ccc(-c2ccccc2)cc1 | 2% | 4% | 0% | -1% | 28% | -0.4% | -0.6%[9.22 µM] | -9% | 0.6% | 3% | 4%
COCCn1c(SCc2csc(-c3ccccc3)n2)nc2ccccc21 | u | -2% | -12% | -5% | 1% | 1.1% | -0.1%[57.5 µM] | -2% | -1.5% | -6% | 2.5µM*
Cc1ccnc(NS(=O)(=O)c2ccc(NC(=O)Cc3cccs3)cc2)n1 | -6%[11 µM] | -3% | -28%[11.4 µM] | -3%[11.4 µM] | 13%[9.17 µM] | 2.6% | -1.4%[0.0738 µM] | -9%[11.4 µM] | 1.1% | 21%[7.66 µM] | 13%[7.6 µM]
O=C(O)c1cc(NCc2c(F)cccc2Cl)ccc1N1CCOCC1 | -7% | 2% | -3% | -11% | 3% | -0.7% | -0.9% | -4% | -0.5% | 18% | u
O=C(CSc1nc2c(c(=O)[nH]1)CCC2)Nc1cccc(Cl)c1 | -6% | -1% | -13% | -5% | 1% | -0.2% | x | -3% | 1.7% | 9% | 3%
O=C(O)[C@@H](O)[C@@H](O)[C@H](O)[C@H](O)CO | -4%[11 µM] | 6%[9.22 µM] | 5%[11.4 µM] | 2%[11.4 µM] | -10%[9.17 µM] | 0.8%[15.4 µM] | 3.3%[9.22 µM] | -3%[11.4 µM] | -0.1%[15.4 µM] | x | u
COCCCn1c(SCC(=O)N2CCCC(C)C2)nnc1-c1ccco1 (configuration not stated) | -6% | 3% | 8% | 0% | -2% | -3.7% | -1.0% | -5% | -1.2% | -2% | 4%
CCCn1c(C)nc2c(N(CCOC)CCOC)nc(C)nc21 | -2% | x | -9% | -14% | 14% | -1.2% | -0.3% | -1% | -0.2% | x | 13µM*
CC(C)(C)C(=O)Nc1ccc(-c2cn3ccsc3n2)cc1 | -3% | -4% | 10% | -3% | 4% | -0.6% | -0.2%[57.5 µM] | 2% | -1.4% | 2% | 13%
CCC(=C(CC)c1ccc(O)cc1)c1ccc(O)cc1 | -2%[26 µM] | -3%[20.6 µM] | -12%[25.6 µM] | -10%[25.6 µM] | -7%[20.5 µM] | -1.3%[34.4 µM] | -0.4%[20.6 µM] | -2%[25.6 µM] | -0.7%[34.4 µM] | -12%[17.1 µM] | 16%[17.1 µM]

A portion of the library; the hit share may differ from the screen's.
